Source: PubChem BioAssay (Sanford-Burnham Center for Chemical Genomics)
tim23-1 inh: growth inhibitors of tim23-1 mutant yeast | hit rate 1.3% among 330,000 | S. cerevisiae tim23-1 growth, BacTiter-Glo luminescence, 24 h | inhibition, % at 20 µM;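 active = growth inhibition of the mutant yeast at or above 50%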;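 note: temperature-sensitive mutant grown at 25 °C; plate controls were DMSO-treated mutant yeast for no effect and medium wells lacking yeast for full effect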
XBP1 UPR activ: activators of adaptive arm of unfolded protein response (XBP1) | hit rate 0.33% among 330,000 | activation, % at 20 µM | CHO-XBP1 luciferase reporter, IRE1-XBP1 UPR activation, luminescence; percent of tunicamycin response, DMSO as zero;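 active = versus positive control, 20 µM dose yields 30% or more activation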;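 note: 100% = tunicamycin at 10 µg/mL and 0% = DMSO only wells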
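Signal: luciferase luminescence; Assay system: CHO-XBP1 luciferase reporter cells; Amount: one thousand reporter cells per well; Dosing: 20 µM single concentration, DMSO 1%; Benchmarks: high control tunicamycin 10 µg/mL final, low control DMSO vehicle only; Schedule: 6 h compound exposure at 37 °C, 5% CO2; Evaluation: percent activation relative to tunicamycin reference.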
UPR CHOP act: activators of apoptotic arm of unfolded protein response (CHOP). CHO-CHOP luciferase reporter, UPR activation, luminescence; percent of tunicamycin response over DMSO baseline. activation, % at 10 µM. hit rate 0.34% among 330,000;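 active = at 10 µM dose, activation of 40% or more, normalized to positive control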;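 note: 100% = tunicamycin at 10 µg/mL and 0% = DMSO alone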
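System: CHO-CHOP luciferase reporter cell line; amount: 500 cells/well; buffer or medium: F12 medium containing 10% fetal bovine serum; incubation: 6 h compound exposure at 37 °C after overnight seeding; measured by: luciferase luminescence after 10 min with Steady-Glo reagent; evaluation: % reporter activation, DMSO baseline versus tunicamycin full activation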
Mdm2 MdmX PPI: human Mdm2/MdmX binding inhibition; inhibition, % at 8 µM; hit rate 3% among 330,000; SaOS-2 split-luciferase Mdm2/MdmX complementation, luminescence; O15151+Q00987;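 active = inhibition of at least 50% at 8 µM in the primary screen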
Target sequence (O15151 whole entry, looked up): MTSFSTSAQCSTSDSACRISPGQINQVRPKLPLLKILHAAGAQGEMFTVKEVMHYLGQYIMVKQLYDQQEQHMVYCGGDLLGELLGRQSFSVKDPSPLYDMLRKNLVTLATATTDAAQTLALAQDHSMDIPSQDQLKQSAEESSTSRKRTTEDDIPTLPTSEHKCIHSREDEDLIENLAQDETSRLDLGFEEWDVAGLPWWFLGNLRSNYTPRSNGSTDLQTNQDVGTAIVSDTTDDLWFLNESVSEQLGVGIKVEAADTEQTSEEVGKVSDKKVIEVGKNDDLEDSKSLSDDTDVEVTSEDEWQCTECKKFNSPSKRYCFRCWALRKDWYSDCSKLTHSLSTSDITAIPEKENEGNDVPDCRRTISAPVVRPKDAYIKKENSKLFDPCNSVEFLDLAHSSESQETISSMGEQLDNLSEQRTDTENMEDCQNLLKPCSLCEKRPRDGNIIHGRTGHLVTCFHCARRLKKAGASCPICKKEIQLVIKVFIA
Target sequence (Q00987 whole entry, looked up): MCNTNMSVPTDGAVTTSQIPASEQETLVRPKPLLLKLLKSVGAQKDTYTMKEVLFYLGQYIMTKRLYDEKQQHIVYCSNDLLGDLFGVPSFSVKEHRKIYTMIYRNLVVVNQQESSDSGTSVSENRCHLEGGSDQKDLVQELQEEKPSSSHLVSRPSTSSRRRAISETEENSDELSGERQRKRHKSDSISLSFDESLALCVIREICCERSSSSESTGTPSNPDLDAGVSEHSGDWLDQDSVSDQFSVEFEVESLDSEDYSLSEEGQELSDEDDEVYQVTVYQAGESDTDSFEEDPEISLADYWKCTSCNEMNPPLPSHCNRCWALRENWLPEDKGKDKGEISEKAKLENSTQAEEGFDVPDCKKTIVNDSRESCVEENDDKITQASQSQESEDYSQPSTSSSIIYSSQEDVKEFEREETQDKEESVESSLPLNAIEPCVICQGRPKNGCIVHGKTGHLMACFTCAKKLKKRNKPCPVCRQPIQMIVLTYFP
Jurkat NFkB inh: lowers PMA/ionomycin-induced NF-kB signal in Jurkat cells. PMA/ionomycin-induced NF-kB luciferase reporter, luminescence. inhibition, % at 4 µM. hit rate 0.53% among 330,000. AID 435003; in the data active = inhibition above about 50%
tim10-1 inh: growth inhibitors of tim10-1 mutant yeast; inhibition, % at 20 µM; hit rate 2.2% among 330,000; AID 463190; S. cerevisiae tim10-1 ts strain growth, BacTiter-Glo, 24 h;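 active = inhibition of at least 40%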;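 note: mutant grown at 25 °C; 0% = DMSO wells with yeast and 100% = wells holding no yeast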
697 NFkB inh: inhibitors of the PMA/ionomycin-induced NF-kB reporter in 697 B cells; hit rate 0.33% among 330,000; 697 B-cell NF-kB luciferase reporter, 16 h; inhibition, % at 4 µM; in the data active = inhibition above about 35%
TIM10 inh: TIM10 yeast growth inhibition; inhibition, % at 10 µM; hit rate 1.4% among 330,000; S. cerevisiae TIM10 strain growth, BacTiter-Glo luminescence, 24 h;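 active = inhibition of 40% or more at the single tested concentration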;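 note: wild-type TIM10 isogenic control strain grown at permissive 25 °C; 0% = DMSO yeast wells and 100% = minimal medium wells without yeast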
Numbers without * were called inactive.

Fields – tim23-1 inh | XBP1 UPR activ | UPR CHOP act | Mdm2 MdmX PPI | Jurkat NFkB inh | tim10-1 inh | 697 NFkB inh | TIM10 inh
- Cc1ccc(SCc2nn(C)c(Cl)c2C=O)cc1
 : 39 | 1 | 1.0 | 3 | -26 | 11 | -3 | -18
- Cc1onc(-c2ccccc2)c1CNC(=O)Nc1ccccc1
 : 10 | -2 | 0.0 | -5 | -13 | 9 | -6 | 23
- COc1ccccc1C(=O)Nc1ccc(S(=O)(=O)NC2=NCCCCC2)cc1
 : 24 | 4 | 0.7 | -14 | 1 | 13 | -2 | 0
- O=C(CCN1C(=O)C2C3C=CC(C3)C2C1=O)NCCc1ccccc1 (centres undefined)
 : -2 | 0 | -0.1 | -18 | -15 | 5 | -29 | -12
- Cc1cccc(C(=O)N/N=C/c2ccoc2)c1
 : 14 | 3 | 0.8 | 14 | -7 | 7 | -62 | 16
- COc1ccc(-c2cc(C(F)(F)F)n3ncc(C(=O)N(C)Cc4ccccc4)c3n2)cc1
 : 11 | 5 | -0.6 | 15 | 7 | 12 | 12 | -5
- CC(C)(C)c1ccc(C(=O)OCC(=O)N2CCC(c3ccccc3)=N2)cc1
 : 9 | -3 | -0.2 | -6 | -7 | 9 | -17 | 8
- O=C1COc2ccc(C(=O)COC(=O)/C=C/c3ccc(Br)o3)cc2N1
 : 10 | -2 | 0.1 | 31 | 7 | -3 | 2 | -6
- CCCCOC(=O)C1=C(C)Nc2ncnn2C1c1ccc(OC)c(OC)c1 (centres undefined)
 : 11 | 2 | -1.5 | 5 | 6 | 11 | 7 | 4
- CCOc1cccc(C(=O)NC(=S)Nc2ccccc2)c1
 : 31 | 1 | 3.2 | -184 | -110 | 27 | -91 | 2
- Cc1ccc(S(=O)(=O)NNC(=O)Nc2ccc(Cl)c(Cl)c2)cc1
 : 14 | 1 | 0.3 | -11 | 7 | 6 | 3 | -7
- O=C(O)c1ccc(Nc2nc(-c3ccccc3)cs2)cc1
 : -3 | -2 | 14 | -87 | -69 | 10 | -219 | 12
- COc1cc(/C=C/C(O)=C/C(=O)/C=C/c2ccc(O)cc2)ccc1O
 : 34 | 3 | 1.4 | 49 | 9 | 21 | -6 | 28
- CN(Cc1ccncc1)C1CC(=O)N(c2ccc(F)cc2)C1=O (centres undefined)
 : 5 | -1 | -1.6 | -6 | 6 | 16 | 8 | 11
- O=C(CSc1ncccn1)NCc1ccc(Cl)cc1
 : 4 | 2 | -0.7 | -20 | -27 | -7 | -17 | 3
- CCN1C(=O)/C(=C/C=C2/SCCN2C)SC1=S
 : 2 | -5 | 2.8 | -64 | -148 | -13 | -234 | -11
- COc1ccccc1NC(=O)Cn1cncc1-c1ccc([N+](=O)[O-])cc1
 : 2 | -2 | -0.2 | 18 | 11 | -5 | 0 | -6
- CCc1cccc(NC(=O)C2CCCN(S(=O)(=O)c3cnc[nH]3)C2)c1 (centres undefined)
 : 2 | -3 | 0.1 | -16 | 8 | -1 | -7 | 16
- CCCc1cc(C(=O)N2CCCC(Cc3cccc(Cl)c3)(C(=O)OCC)C2)n(C)n1 (centres undefined)
 : 31 | 3 | 5.0 | -11 | -13 | 36 | -64 | 13
- O=C(COC(=O)C1=COCCO1)NCc1ccc(Cl)cc1
 : 14 | -1 | 0.0 | 0 | 4 | 6 | -8 | 1
- O=S(Cc1ccc(Cl)cc1)CC(O)(c1ccccc1)c1ccccc1 (centres undefined)
 : 12 | 1 | -2.8 | 30 | -1 | 29 | 4 | 9
- O=C(NCCS(=O)(=O)NCc1ccccc1)c1ccc2c(c1)OCO2
 : 12 | -1 | 2.1 | 25 | -4 | 1 | 15 | -10
- COc1ccc2c(c1)CCc1c(C(=O)Nc3cc(C)n(Cc4ccc(Cl)cc4)n3)noc1-2
 : -4 | 142* | 107* | 45 | 8 | 8 | 5 | 0
- CCOC(=O)N1CCC(NC(=O)c2cc(S(=O)(=O)N3CCCCC3)ccc2F)CC1
 : 15 | 4 | 0.3 | -6 | 5 | 3 | 7 | 10
- Nc1ccc(S(=O)(=O)NC2(C(F)(F)F)NC(=O)N(c3ccc(F)cc3)C2=O)cc1 (centres undefined)
 : 3 | -4 | -0.8 | 9 | -3 | 8 | 3 | -14
- Cc1cccc(N2CC(C(=O)Nc3nnc(SCC(=O)NCC4CCCO4)s3)CC2=O)c1 (centres undefined)
 : 3 | -3 | 0.0 | -1 | 9 | 1 | 3 | -3
- Cc1cccc(NS(=O)(=O)c2ccc3c(c2)oc(=O)n3C)c1C
 : 95* | 1 | 2.4 | 16 | -1 | -5 | 7 | 0
- Cc1cccc(-n2ncc3c(N(CCO)CCO)ncnc32)c1
 : -2 | 0 | -0.4 | -20 | -55 | -1 | -24 | -2
- CCc1ccc(OCc2nnc(-c3ccccc3Br)o2)cc1
 : 34 | 0 | -0.4 | 13 | -13 | 10 | -12 | 2
- O=C(O)Cn1c(=O)c2c3c(sc2n(Cc2ccccc2F)c1=O)CCCC3
 : 8 | -2 | -0.2 | 17 | 8 | 11 | 6 | 7
- Cc1cccc(-c2nn(-c3ccccc3)cc2C(=O)N2CCN(C3CCS(=O)(=O)C3)CC2)c1 (centres undefined)
 : 18 | -3 | 0.6 | -15 | -2 | 15 | 2 | 17
- COC(=O)c1ccc(-c2csc(NC(=O)c3c(C)noc3C)n2)cc1
 : 0 | 1 | 4.0 | 21 | -11 | -9 | -16 | -2
- COc1ccc(OC)c(-c2nnc3n2N=C(c2ccc(OC)c(OC4CCCC4)c2)CS3)c1
 : 18 | 14 | 2.2 | 84* | 79* | -21 | 11 | -48
- Cc1ccn2c(NC3CCCC3)c(-c3ccccn3)nc2c1
 : 3 | 5 | 23 | 74* | -18 | 19 | -49 | 31
- COc1ccc(-n2c(SCc3nnc(-c4ccccc4)o3)nnc2-c2ccccc2)cc1
 : 30 | -1 | 2.1 | 16 | -11 | 25 | -32 | 29
- COc1cccc(-c2ccc(NC(=O)C3CCCN(Cc4ccco4)C3)cc2)c1 (centres undefined)
 : 38 | 3 | 4.8 | 11 | -23 | 38 | -26 | 26
- CC(C)NC(=O)Cn1nc(C(F)(F)F)c2c1CCC2
 : 12 | 10 | -2.1 | -15 | -5 | 2 | 7 | -10
- CCOC(=O)c1sc2ncnc(N3CCN(CC)CC3)c2c1C
 : -3 | -3 | 0.1 | -9 | -8 | 3 | -10 | -2
- CCN(CC)S(=O)(=O)c1ccc(OC)c(NC(=O)c2cccc([N+](=O)[O-])c2C)c1
 : 16 | -1 | -2.2 | 28 | -7 | 19 | 2 | 1
- O=C(COC(=O)C1CC2C=CC1C2)Nc1cccc(S(=O)(=O)N2CCOCC2)c1 (centres undefined)
 : 14 | -1 | -0.3 | -30 | 0 | -2 | 0 | 7

Profiles, quoted from the list. Values in the order: tim23-1 inh, XBP1 UPR activ, UPR CHOP act, Mdm2 MdmX PPI, Jurkat NFkB inh, tim10-1 inh, 697 NFkB inh, TIM10 inh
Shown for CC(C)NC(=O)Cn1nc(C(F)(F)F)c2c1CCC2 : 12, 10, -2.1, -15, -5, 2, 7, -10
Shown for Cc1ccn2c(NC3CCCC3)c(-c3ccccn3)nc2c1 : 3, 5, 23, 74*, -18, 19, -49, 31
Shown for CCOC(=O)N1CCC(NC(=O)c2cc(S(=O)(=O)N3CCCCC3)ccc2F)CC1 : 15, 4, 0.3, -6, 5, 3, 7, 10
Shown for O=C(NCCS(=O)(=O)NCc1ccccc1)c1ccc2c(c1)OCO2 : 12, -1, 2.1, 25, -4, 1, 15, -10

Continuation.
Fields – tim23-1 inh | XBP1 UPR activ | UPR CHOP act | Mdm2 MdmX PPI | Jurkat NFkB inh | tim10-1 inh | 697 NFkB inh | TIM10 inh
- CCOC(=O)CN/C=C(\C#N)c1ccc(F)cc1
 : 3 | 3 | 1.7 | 22 | 14 | -1 | 9 | -7
- CCCn1nc2cc(C(=O)N(CC)c3ccc(OC)cc3)ccc2c1OCC
 : 13 | -1 | 0.3 | -8 | -22 | 2 | 9 | -4
- C=CCN(c1ccccc1)S(=O)(=O)c1cccc(C(=O)NNC(=O)c2ccncc2)c1
 : 3 | 2 | 0.6 | -6 | 4 | -2 | 15 | -4
- CC(C)/C=N/Nc1nc2c(c(=O)n(C)c(=O)n2C)n1C
 : -3 | -2 | -0.8 | 21 | 4 | 3 | 13 | -18
- O=C(COC(=O)Cn1cnc2ccccc21)Nc1ccc(OC(F)F)cc1
 : -12 | -1 | 1.5 | 3 | -8 | -12 | -1 | 3
- O=C(COC(=O)c1cnccn1)c1ccc(Cl)cc1
 : -1 | 1 | 0.5 | 17 | 2 | -13 | 3 | -10
- COc1cc(SC)ccc1C(=O)Nc1ccc(Br)cn1
 : 0 | -9 | -5.5 | 60* | -87 | 7 | -321 | -9
- COc1ccc(N(CC(=O)N2CCN(c3ccccc3F)CC2)S(=O)(=O)c2c(C)n[nH]c2C)cc1
 : 6 | -2 | -2.0 | -14 | 1 | 6 | 8 | 7
- O=C(Cc1ccccn1)c1ccccc1
 : 37 | 1 | 3.9 | 22 | 10 | 32 | 8 | 18
- COc1cc(C#Cc2c(-c3ccccc3)n(C)c3ccccc23)cc(OC)c1
 : 6 | 0 | 0.3 | 9 | -3 | 12 | 9 | -3
- O=C(c1ccco1)n1nc(-c2ccco2)nc1SCc1ccccc1
 : 17 | 0 | -0.4 | 3 | -27 | 39 | -23 | 17
- COc1ccc(C2(C(F)(F)F)NC(=O)N(C)C(=O)N2C)cc1 (centres undefined)
 : 8 | 0 | -0.1 | 1 | 1 | 4 | 12 | 2
- O=C(NCc1cccs1)Nc1cc(Cl)ccc1Cl
 : -11 | 0 | 0.7 | 7 | -1 | 9 | -5 | 0
- CCCc1cc(=O)[nH]c(SCC(=O)N2c3ccccc3NC(=O)C2(C)C)n1
 : -2 | 3 | 0.9 | 10 | 7 | 1 | 11 | 4
- O=C(O)Cc1ccc(NC(=O)CCN2C(=O)c3ccc([N+](=O)[O-])cc3C2=O)cc1
 : 2 | 7 | 0.5 | -5 | 2 | 6 | 10 | 9
- CCCC(=O)Nc1ccc(Cl)c(NC(=O)c2ccc([N+](=O)[O-])cc2Cl)c1
 : 39 | 3 | -0.2 | -13 | 17 | 31 | 9 | 19
- O=C(Nc1ccc2c(c1)OCCO2)c1ccc(NC(=O)C2CCCO2)cc1 (centres undefined)
 : 9 | 0 | 1.2 | -10 | -16 | 11 | 11 | 6
- CC(C)C(=O)N1CCN(c2ccc(NC(=O)c3ccc(Br)o3)cc2)CC1
 : 6 | -1 | 0.1 | -10 | -8 | 25 | 11 | 22
- COc1cc(CCCN2C(=O)C(=O)NC[C@@H]2CC2CCCCC2)cc(OC)c1OC
 : 19 | 2 | -0.3 | -5 | -3 | 4 | -4 | 7
- COc1ccccc1-n1cnnc1SC1CCOC1=O (centres undefined)
 : 1 | -3 | 3.2 | 12 | 1 | -4 | 3 | -7
- N=c1c(C(=O)NCCc2ccccc2)cc2c(=O)n3ccccc3nc2n1CC1CCCO1 (centres undefined)
 : 3 | 6 | 2.2 | 11 | 46 | 13 | -31 | -11
- COCCNC(=O)CSc1nc2ccccc2c(=O)n1CCC(=O)NCCc1ccc(OC)c(OC)c1
 : 16 | 0 | -1.0 | 3 | 3 | -3 | 3 | 0
- O=C(CSc1nnc(SCc2ccccc2)s1)N/N=C/c1c(Cl)cccc1Cl
 : -5 | -1 | 0.4 | 27 | -11 | -12 | -22 | -1
- Cc1nonc1OC(C)CNc1ccc([N+](=O)[O-])cc1 (centres undefined)
 : 28 | -1 | -1.8 | 21 | -8 | 12 | 10 | 11
- COc1ccc(Cl)cc1NC(=O)CN(C)C(=O)Cc1n[nH]c(=O)c2ccccc12
 : 1 | -4 | 0.4 | 10 | -9 | -17 | 18 | 4

Outcome played no part in choosing rows; 6.6% or so of the library scored in one or more.
